High-throughput results as filed in PubChem BioAssay.
TRPM1 prom inh: reduces MITF-dependent TRPM1 promoter luciferase signal; inhibition, % at 12.5 µM; SK-MEL-5 TRPM1 promoter luciferase, 24 h; 0.83% of 330,000 active; AID 488899;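 active = mean inhibition across replicates of 60% or more, whatever share of single replicates reaches that level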; note: values of inactives mirror those of a sister screen read the other way
KKLEB tox: counter-screen for CF NF-kB inhibitors: cytotoxicity; KKLEB CF airway cells viability, ATPlite luminescence, overnight; active compounds read low; cells stimulated with P. aeruginosa culture filtrate; 0.36% of 360,000 active; activity change (cytotoxicity), % at 5 µM;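 active = corrected activity change at or below -50% at 5 µM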
CaV13 ICDI inh: Disruptors of the CACNA1D IQ motif to Ca2+-dependent inactivation inhibitor domain association, primary screening, Förster resonance energy transfer in intact living …; inhibition, % at 12.3 µM; HEK cells, CFP/YFP FRET ICDI-IQ, plate reader, 10 min; percent FRET-ratio fall versus neutral wells; 0.098% of 340,000 active;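 active = mean replicate inhibition of at least 30% and at least 1% of replicates passing that level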;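 note: 0% = median of the neutral control wells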
NR2E3 ag-1: human photoreceptor-specific nuclear receptor agonism. Q9Y5X4. CHO-S Gal4-NCOR/VP16-NR2E3 two-hybrid, luciferase. inhibition of corepressor binding, % at 3.98 µM. 0.35% of 360,000 active. AID 602229;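 active = inhibition above the mean of all tested compounds plus 3 SD, cut at about 70% in these data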;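 note: 0% = DMSO with NR2E3 transfected cells and 100% = cells lacking NR2E3 construct; higher means lower luciferase signal from less NR2E3 corepressor binding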
Target sequence (Q9Y5X4 whole entry, looked up, the tested form may be a part): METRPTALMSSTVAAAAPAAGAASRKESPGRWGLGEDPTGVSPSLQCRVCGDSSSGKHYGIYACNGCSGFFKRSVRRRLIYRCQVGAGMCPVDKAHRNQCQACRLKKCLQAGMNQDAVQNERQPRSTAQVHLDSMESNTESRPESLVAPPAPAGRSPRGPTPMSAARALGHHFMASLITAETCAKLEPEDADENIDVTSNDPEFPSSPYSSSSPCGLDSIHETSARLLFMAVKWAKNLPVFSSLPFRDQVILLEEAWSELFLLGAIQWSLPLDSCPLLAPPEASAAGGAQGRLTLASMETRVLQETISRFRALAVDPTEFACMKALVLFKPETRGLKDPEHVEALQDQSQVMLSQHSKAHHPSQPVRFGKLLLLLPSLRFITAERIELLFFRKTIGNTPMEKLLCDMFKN
Peg3 promoter: reduces Peg3 promoter-driven luciferase expression in HeLa | HeLa PEG-Prom luciferase reporter, luminescence, overnight | inhibition, % at 20 µM | 1.7% of 360,000 active;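 active = inhibition of at least 50% at 20 µM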
NR2E3 ag-2: NR2E3 (human) agonism; 0.12% of 320,000 active; inhibition of corepressor binding, % at 4.78 µM; Q9Y5X4; GST-NR2E3/biotin-RetCOR TR-FRET, 1536-well; AID 2300;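 active = percent inhibition above the cutoff of mean plus 3 SD of all tested compounds, set per screening campaign, cut at about 20% in these data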;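 note: 0% = DMSO wells and 100% = biotin wells as full block of FRET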
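Material: NR2E3–RetCOR corepressor complex / Amount: 1.35 nM GST-NR2E3 / Medium: Tris pH 7.5 / Compound: single nominal compound dose of 4.8 µM / Incubation: 5 h at 4 °C / Technique: TR-FRET, Eu(K)-anti-GST donor, streptavidin-D2 acceptor, ex 340, em 617/671 nm / Read-out basis: percent loss of FRET ratio relative to control wells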
PDI inh: PDI (human) enzyme inhibition; PDI insulin aggregation turbidity, A650, 90 min; P07237; inhibition, % at 10 µM; 0.052% of 350,000 active;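 active = mean inhibition across replicates of 30% or more, whatever share of single replicates reach that level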;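 note: absorbance from insulin aggregation driven by PDI reduction with DTT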
Target sequence (P07237 whole entry, looked up): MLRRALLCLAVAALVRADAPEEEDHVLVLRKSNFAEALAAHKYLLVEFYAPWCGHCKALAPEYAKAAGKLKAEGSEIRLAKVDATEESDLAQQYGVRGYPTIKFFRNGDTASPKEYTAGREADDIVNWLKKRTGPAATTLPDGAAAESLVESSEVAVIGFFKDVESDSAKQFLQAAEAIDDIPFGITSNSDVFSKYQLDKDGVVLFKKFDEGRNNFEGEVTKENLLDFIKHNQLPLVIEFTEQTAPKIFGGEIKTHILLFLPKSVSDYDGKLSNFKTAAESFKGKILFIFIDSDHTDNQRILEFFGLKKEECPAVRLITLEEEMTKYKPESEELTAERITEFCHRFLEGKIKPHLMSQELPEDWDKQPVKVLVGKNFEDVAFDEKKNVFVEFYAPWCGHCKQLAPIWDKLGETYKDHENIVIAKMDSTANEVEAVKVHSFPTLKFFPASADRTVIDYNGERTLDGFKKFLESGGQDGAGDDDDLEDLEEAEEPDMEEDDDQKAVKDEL
HIF-2a inh: HIF-2a inhibition; 786-0 RCC cells HIF-2a reporter, luciferase luminescence, overnight; inhibition, % at 18.8 µM; 0.72% of 360,000 active;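 active = inhibition of the luminescence signal of 40% or more relative to plate controls, in a single-dose primary screen at 18.75 µM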
Vif inh: inhibitors of HIV Vif | inhibition, % at 7.49 µM | AID 602346 | HEK293T cells, Vif self-association by quenched fluorescence, imaging, 24 h | 0.35% of 340,000 active; in the data active = inhibition above about 50%, passing the limit was not always enough; note: some results filed as inactive read as strong as hits
CF NFkB inh: cystic fibrosis NF-kB activation inhibition; KKLEB NF-kB-GFP reporter, PAF-induced, GFP fluorescence overnight; inhibition, % at 5 µM; 0.86% of 360,000 active;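 active = at least 50% inhibition at 5 µM, scaled per plate between neutral and stimulator controls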;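 note: PAF is a Pseudomonas aeruginosa culture filtrate used as stimulus; plate controls were PAF-stimulated DMSO wells for no effect and unstimulated DMSO wells for full effect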
Shn3 inh set2: inhibitors of Schnurri-3 3'UTR reporter in osteoblasts; Clone20 osteoblast Shn3 3'UTR firefly luciferase, 24 h; inhibition, % at 12.5 µM; 0.52% of 360,000 active;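 active = mean inhibition of at least 75% with every replicate also reaching 75%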;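 note: 0% = median of neutral control wells and 100% = pilot-screen positive control compound; some compounds past the cut are filed as inactive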
Active calls of the source: *; nt = no result given. Compounds as they come. About 3.3% of those tested had a hit in this group.

Under each structure – TRPM1 prom inh	KKLEB tox	CaV13 ICDI inh	NR2E3 ag-1	Peg3 promoter	NR2E3 ag-2	PDI inh	HIF-2a inh	Vif inh	CF NFkB inh	Shn3 inh set2
1	Cc1ccc2c(c1)[nH]c1c(=O)n(CCCN3CCOCC3)cnc12
  11	7	-2	-34	-22	-1	-1	-53	-4	-15	3
2	CC(=O)CC[C@@H](C)O[C@@H]1OC(C)[C@H](O)CC1O (some centres not stated)
  11	-1	-5	4	-5	3	1	8	5	-16	-8
3	COc1ccc(-c2cnn(C3CCS(=O)(=O)C3)c2N)cc1 (configuration not stated)
  -8	-8	nt	8	5	4	-8	-4	nt	7	-4
4	CC(C)CNC(=O)c1ccccc1NC(=O)CN(c1ccccc1)S(=O)(=O)N(C)C
  2	7	2	-2	5	-2	-6	10	2	-7	-14
5	C=CCN1C(=O)/C(=C\c2ccc(Cl)cc2)N=C1SCC(=O)NCCC
  -7	-5	-6	3	5	-2	-3	5	2	10	-10
6	COc1ccccc1-c1cn[nH]c1-c1ccc(OCc2ccccc2F)cc1O
  2	6	-10	-4	45	0	0	25	14	-33	0
7	CCOC(=O)C1CCN(c2nc3ccccc3nc2C(C#N)C(=O)OC(C)COC)CC1 (configuration not stated)
  -3	-16	nt	-28	32	-2	1	10	-13	17	13
8	Cc1ccnc(NC(=O)c2ccc([N+](=O)[O-])s2)c1
  29	-1	nt	-86	-332	2	-2	-226	-12	27	-50
9	COc1cc(CN2CCNC(=O)C2CC(=O)N(C)Cc2cccnc2)cc(OC)c1 (configuration not stated)
  4	3	-5	-20	1	7	2	11	-16	4	6
10	O=C(c1nc2ccc(Cl)cn2c1CN1CCCC1)N1CCc2ccccc2C1
  12	3	-7	-12	-13	-2	-13	10	-1	-28	15
11	CCN1C(=O)[C@H]2[C@@H](c3ccc(OC)cc3)N[C@]3(CCCN(Cc4ccccc4)C3=O)[C@H]2C1=O
  nt	1	-12	-13	17	nt	-7	1	20	-8	1
12	CCC(C(=O)OC)n1cnc2c(nnn2-c2ccc(F)cc2)c1=O (configuration not stated)
  nt	-14	-1	41	-23	0	nt	5	2	4	-14
13	CC(C)[C@H](NC(=O)OC(C)(C)C)C(=O)N/N=C/c1cccc2nccnc12
  4	4	-7	6	2	9	-3	8	18	-5	-3
14	CCSc1nnc(SCC(=O)N2CCN(C(=O)c3ccco3)CC2)s1
  6	3	nt	-20	19	-1	14	11	-5	9	-8
15	CCN1CCN(CC(=O)N2N=CCC2c2ccccc2)CC1 (configuration not stated)
  0	-2	-21	-17	9	2	12	9	10	3	15
16	CC(C)C[C@H](NC(=O)c1[nH]cnc1C(=O)N[C@@H](Cc1ccccc1)C(=O)OCc1ccccc1)C(=O)OC(C)(C)C
  -4	-11	-3	-6	33	0	-5	4	nt	7	22
17	CCCC(=O)Nc1c(-c2ccccc2)c(=O)c(C)nn1-c1ccccc1
  2	5	-5	3	3	2	3	9	-2	9	0
18	O=C(Nc1nccs1)C1CCCN1/C=C/C(=O)C(F)(F)F (configuration not stated)
  -11	4	-20	0	-32	4	4	-10	-13	-18	-50
19	COc1ccc(CCNC(=O)C2CCCN(S(=O)(=O)c3cccc4nonc34)C2)cc1OC (configuration not stated)
  4	-3	-7	3	4	4	-3	-2	-9	4	22
20	CCCC(c1nnnn1Cc1ccco1)N1CCN(C2CCCC2)CC1 (configuration not stated)
  -8	-4	-1	-6	12	-1	-2	9	18	5	-15
21	COc1ccc(CNC(=O)Cn2cc(C(F)(F)F)ccc2=O)cc1OC
  2	-2	-2	1	3	-1	-1	18	-4	5	-4
22	COCC1CCN(C(=O)c2ccc3oc(Cc4ccc(Cl)cc4)nc3c2)C1 (configuration not stated)
  -2	-9	-3	-27	-13	1	0	-32	2	21	8
23	COc1ccc(C(=O)Nc2ccc(Oc3ncnc4sc(-c5ccccc5)cc34)cc2)cc1OC
  6	-6	-19	-19	46	-6	-1	10	-2	-3	-7
24	Cc1cc(=O)[nH]c(-c2ccccc2O)n1
  10	-5	-9	-13	9	5	2	19	-15	-6	-1
25	Cc1csc(NC(=O)CSc2nnc(-c3ccoc3C)n2Cc2ccco2)n1
  4	2	nt	7	11	-1	9	16	-12	5	4
26	N#Cc1ccc(-c2nc3ccc(Br)cn3c2Cc2ccccc2)cc1
  nt	-25	-10	-37	-35	nt	-4	-84	22	11	-10
27	Cc1ccc(C(=O)N(CC(=O)NC2CCCC2)c2ccc(F)cc2)s1
  -3	-5	-3	-15	0	-4	-9	3	-6	-9	8
28	COc1ccc(C2Nc3ccccc3C(=O)N2c2ccc(C)cc2)cc1Cn1nc(C)c([N+](=O)[O-])c1C (configuration not stated)
  -93	-7	-7	-126	-231	2	8	-136	14	7	-58
29	Cc1ccc(OCC(=O)Nc2oc(-c3ccccc3)c(-c3ccccc3)c2C#N)cc1
  -10	-15	nt	-22	-55	-1	-4	-97	nt	4	-8
30	CCCN1CCC(NC(=O)CC2C(=O)NCCN2Cc2ccccc2C)CC1 (configuration not stated)
  -10	-14	nt	-14	-3	1	3	14	nt	18	0
31	O=C(Cc1ccccc1)N1CCN(c2ncccn2)CC1
  -1	11	-1	10	20	6	4	21	9	-24	14
32	O=C(CSc1ccccc1F)NCCN1C(=O)CSC1=O
  -12	8	-6	6	-10	nt	0	-12	7	-10	10
33	Cc1ccc(-c2cc(C(=O)Nc3ccccc3C)c3ccccc3n2)o1
  -5	-2	-10	-17	22	2	0	14	-3	7	29
34	COc1ccc(OCCOC(=O)c2nc3nccc(C)n3n2)cc1
  5	-9	-7	-15	-6	-2	-8	10	-9	-4	4
35	CCOC(=O)Nc1sc(C(=O)N(CC)CC)c(C)c1C(=O)OCC
  -2	4	nt	-2	6	4	3	-1	-14	5	21
36	CCC(=O)OCC(=O)Nc1cc(S(=O)(=O)N(C)C)ccc1Cl
  0	-6	7	10	9	-1	10	7	-10	4	14
37	COc1ccc(CNC(=O)Cn2ncn3c(cc4ccccc43)c2=O)cc1
  10	-8	-5	-5	28	-12	-6	12	0	3	10
38	CCCCCCC(=O)N(O)C1CC(=O)N(c2ccc(Cl)cc2)C1=O (configuration not stated)
  11	14	-20	-43	35	0	-5	-22	-1	16	-17
39	CCNC(=S)N1CCCC(C(N)=O)C1 (configuration not stated)
  7	-3	1	10	6	2	-1	8	0	-16	-9
40	COc1cc(/C=N/Nc2ccc(Cl)cc2)ccc1OC(=O)c1cccs1
  15	12	-6	-11	-40	0	-2	-9	-2	-22	-20
41	COCCN(C(=O)COc1ccccc1C#N)c1c(N)n(Cc2ccccc2)c(=O)[nH]c1=O
  8	19	-6	3	11	-2	10	1	5	-10	-18
42	Cc1cccc(C)c1NS(=O)(=O)c1cc2c3c(c1)CCN3C(=O)CC2
  9	11	-7	9	5	-3	0	6	2	-18	-14
43	Cn1c(=O)n(CCOc2ccccc2Cl)c2ccccc21
  -40	-4	-4	-98	-301	3	1	-233	3	12	-113
44	Cc1ccc2c(c1)nnn2C1CCN(S(=O)(=O)c2cccc(S(=O)(=O)N(C)C)c2)CC1
  8	2	-4	31	22	-2	11	14	-35	2	31
45	Cn1c(N)c(C(=O)COC(=O)/C=C/c2cccc(Cl)c2)c(=O)n(C)c1=O
  4	10	-2	-15	3	nt	-9	7	1	-6	3
46	Cc1cc(NC(=O)/C(C#N)=C\c2ccc(-c3ccc(SC(F)F)cc3)o2)n(-c2ccccc2)n1
  -1	-13	-31	-26	7	nt	-6	3	8	-7	25
47	CCCCN(Cc1ccccc1)C(=O)C1CCN(Cc2sccc2C)CC1
  11	10	-19	-6	10	-1	14	10	5	2	-6
48	CC(C)C(=O)Nc1cccc(-c2nc3ccccc3c(=O)o2)c1
  -2	10	nt	3	8	0	6	4	6	11	-6
49	COc1ccccc1CC(NC(C)=O)C(=O)N1CCN(C(=O)c2cccs2)CC1 (configuration not stated)
  -3	2	-5	-13	8	1	1	9	23	9	4
50	Cc1ccc(S(=O)(=O)N2CCOCC2)cc1NC(=O)COC(=O)c1ccc2c(c1)OCCO2
  -6	-1	-7	13	5	3	-5	22	4	9	-4
51	O=C(CN1CCOCC1)Nc1ccc(Cl)c(Cl)c1
  12	-2	nt	-10	-1	0	-1	-16	-4	-14	-5
52	COC(=O)c1ccc2c(=O)[nH]c(CCl)nc2c1
  10	-1	-6	-8	16	4	7	5	-2	-1	-3
53	COc1ccc(-c2ccc3c(N)c(C(=O)NC(C)C)sc3n2)cc1OC
  nt	-1	-27	-6	-4	0	12	-31	-3	5	4
54	COCCn1c(C)cc(/C=C(\C#N)C(=O)OCC(=O)N(C)c2c(N)n(Cc3ccccc3)c(=O)[nH]c2=O)c1C
  5	-1	-7	10	-3	-4	-4	1	3	4	-12
55	CCCCc1cc(=O)oc2cc(OCC(=O)NCCN3CCOCC3)ccc12
  -7	-2	-4	-11	14	-2	-4	6	0	0	12
56	CO/N=C(/CNC(=O)c1ccccc1Cl)c1ccc(Cl)cc1
  -13	2	nt	-8	-65	2	1	-57	-12	-22	-10
57	CCOC(=O)/C(=N/Nc1ccc(OC)cc1)Sc1nnc(CCc2ccccc2)n1-c1ccccc1
  1	-15	0	7	-67	0	9	-39	7	1	-3
58	CNS(=O)(=O)c1ccc(NC(=O)C2CC(=O)N(c3ccc(Cl)cc3)C2)cc1 (configuration not stated)
  13	-12	-5	6	16	4	-1	5	4	3	-1
59	COc1ccc(C(=O)N(C)[C@H]2C[C@H]3c4[nH]c5ccccc5c4CCN3C(=O)[C@H]2CO)cc1
  nt	8	-6	10	-6	nt	5	-8	-1	-3	-9
60	CSCCC(NC(N)=O)C(=O)NCc1ccccc1Cl (configuration not stated)
  1	-5	-4	-2	16	-3	-8	6	39	-4	8

Continuation.
Under each structure – TRPM1 prom inh	KKLEB tox	CaV13 ICDI inh	NR2E3 ag-1	Peg3 promoter	NR2E3 ag-2	PDI inh	HIF-2a inh	Vif inh	CF NFkB inh	Shn3 inh set2
61	CC(Nc1cc(N2CCN(S(=O)(=O)N(C)C)CC2)ccc1[N+](=O)[O-])c1ccccc1 (configuration not stated)
  -7	-14	-5	-5	13	1	-3	19	7	18	9
62	CCOC(=O)C1(C)NC(c2ccco2)C2C(=O)N(c3ccc(C)cc3)C(=O)C21 (configuration not stated)
  8	4	0	-8	1	2	11	6	4	-14	-12
63	CCCCC(CC)C(=O)Nc1cccc(SC)c1 (configuration not stated)
  10	8	-2	-13	2	3	1	-5	1	-9	-3
64	CC(C)n1c(=O)c2ccccc2n1C(=O)c1ccccc1
  nt	-4	-5	-10	-6	nt	nt	7	-3	-2	6
65	CC(=O)N1CSCC1C(=O)N1CCN(c2ccc(N3CCOCC3)nn2)CC1 (configuration not stated)
  -1	15	-6	-15	-11	1	-2	13	17	8	-16
